High-throughput results from PubChem.
C2C12 statin: suppression of simvastatin myotoxicity | 330,000 compounds, 0.78% hits | C2C12 myotubes + simvastatin, ATP luminescence, 48 h; scaled: DMSO 0, geranylgeraniol control 100 | rescue of ATP level, % at 7.49 µM;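 active = mean ATP rescue above about 67%, or every replicate alone reaching that limit, limit read from the data, passing the limit was not always enough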;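 note: myotubes were challenged with 10 µM simvastatin during compound exposure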
PglD DTNB: blocks C. jejuni PglD acetyltransferase activity. AID 602405. purified PglD enzyme, DTNB colorimetric CoA detection. inhibition, % at 12.5 µM. 360,000 compounds, 0.098% hits; in the data active = inhibition above about 16%, passing the limit was not always enough; note: strong numbers were not always called active
The depositor's hits bear a star.

SMILES | C2C12 statin | PglD DTNB
CCOc1ccccc1N1CCN(C(=O)c2cc[n+]([O-])cc2)CC1 | 22 | -8
COC(=O)c1cc(NC(=O)Cc2coc3cc(OC)ccc23)cc(C(=O)OC)c1 | 26 | 1
c1ccc(CC2CCN(C3=Nc4cccc5cccc3c45)CC2)cc1 | -123 | 3
O=C(CC(SCCO)c1ccc2c(c1)OCO2)c1ccco1 (stereo unspecified) | 17 | -7
CC(Nc1nc2ncn(Cc3ccccc3)c2c(=O)[nH]1)C(=O)O (stereo unspecified) | -4 | 3
CCC(=O)OCC(=O)c1c(N)n(Cc2ccccc2)c(=O)n(C)c1=O | 15 | -5
O=C(OCc1ccc(COC(=O)c2ccc(O)cc2)cc1)c1ccc(O)cc1 | 4 | 6
COc1ccc(COc2ccsc2C(=O)Nc2ccc(Cl)cc2)cc1 | -14 | -7
O=C(NCCN1CCOCC1)c1ccc2ccccc2c1 | -11 | 1
CC(C)(C)OC(=O)N1CC=C2C(C#N)=C(N)C(C#N)(C#N)[C@H](c3cccnc3)[C@H]2C1 | 3 | -6
CCOC(=O)C1=C(C)C(c2ccccc2O)NC(=O)N1 (stereo unspecified) | 87* | 1
CN(C)CCNc1nc(-c2ccco2)c2c(c1C#N)CC(C)(C)OC2 | 12 | 5
O=C(CCC1CCCC1)N1CCN(S(=O)(=O)Cc2ccccc2)CC1 | 3 | 5
CCCCOC(=O)C1=C(C)NC2(O)c3ccccc3C(=O)C12O (stereo unspecified) | -4 | 0
COCCCNC(=O)C1CCN(c2nc(C)cc(C)n2)CC1 | 16 | -1
Cc1cc(C)c2cc(C(O)c3nnnn3Cc3ccccc3)c(=O)[nH]c2c1 (stereo unspecified) | 4 | -3
CCOC(=O)c1sc(NC(=O)c2ccc(S(=O)(=O)N(C)C)cc2)nc1C | -27 | -2
COc1ccccc1/C=C/CN1CCN(c2ccccc2)CC1 | -4 | 0
O=C(c1cccc(S(=O)(=O)N2CCOCC2)c1)N(CCO)Cc1ccccc1 | -4 | -8
CCNS(=O)(=O)c1ccc(NC(=O)c2cccnc2)cc1 | -13 | -1
Cn1c(=O)n(CC(=O)Nc2ccccc2)c2ccccc21 | 5 | -1
Cc1c(CCO)c(=O)n(-c2ccccc2)n1S(=O)(=O)c1c(Cl)cc(Cl)cc1Cl | 2 | 2
CCOC(=O)c1cc(NC(=O)c2cnccn2)cc(C(=O)OCC)c1 | -6 | 0
O=C1CS/C(=N\C(=O)N2c3ccccc3Sc3ccccc32)N1 | 4 | -3
CSc1ccc(NC(=O)NCCN2CCc3ccccc3C2)cc1 | -11 | -1
COc1ccc(S(=O)(=O)NCC(c2cccnc2)N2CCN(c3ccc(F)cc3)CC2)cc1C (stereo unspecified) | -5 | 8
CCn1c(CNC(=O)c2ccc(OC)c(OC)c2)nnc1SCC(=O)c1ccc(OC)cc1 | 1 | -6
Cc1nc(CNS(=O)(=O)c2cccnc2)cs1 | -37 | -8
CCOc1cc(C2C(C#N)=C(N)Oc3n[nH]c(CC)c32)ccc1OCCN1CCOCC1 (stereo unspecified) | 4 | 4
O=c1[nH]nc(Cc2ccc(-c3ccc(Cl)cc3)o2)c2ccccc12 | -33 | -4
Cc1nn(CCC#N)c(NC(=O)c2ccc(Cl)cc2)c1P(=O)(Nc1ccc([N+](=O)[O-])cc1)N1CCOCC1 (stereo unspecified) | -1 | 4
CCOc1ccc(C(=O)Nc2cc(C)on2)cc1OCC | -11 | -1
CCCCc1c(O)nc(N2CCN(Cc3ccccc3)CC2)[nH]c1=O | -3 | 4
O=C(CCN1CCCCC1)NCC1OCCc2ccccc21 (stereo unspecified) | -14 | -1
O=[N+]([O-])c1ccc(C=Nc2cccc3ccccc23)s1 | -2 | -5
Cc1nc(S(=O)(=O)N2CCOCC2)c(C#N)c(C)c1Cl | -4 | -1
O=C(N/N=C/c1cccc([N+](=O)[O-])c1)C1CC1c1ccccc1 (stereo unspecified) | 14 | -1
O=c1[nH]nnc2sc3c(c12)CCCC3 | 12 | -1
CCOC(=O)c1c(C)n(-c2ccc(OC)cc2)c2c(C/C(C)=N/O)c(Br)c(OC)c(O)c12 | -4 | 3
CN(C)c1ccc(NC(=O)Nc2cccc(Cl)c2)cc1 | 14 | -1
Cc1nc(NC(=O)C2CC3CCCC(C2)C3=O)sc1C (stereo unspecified) | 7 | -3
O=S(=O)(c1ccc(F)cc1)N1CCN(c2ncnc3c2cnn3-c2ccccc2)CC1 | 4 | 4
Cc1ccc2[nH]c3c(c2c1)CN(C(=O)CN1CC(C)OC(C)C1)CC3 (stereo unspecified) | 4 | 1
O=C(CSc1nnc(-c2ccccc2)o1)c1nnc(-c2ccccc2)o1 | -2 | -4
Cc1ccc(S(=O)(=O)NCCC(=O)NCc2ccc3c(c2)OCO3)cc1C | 13 | -8

19 entries from above, as a markdown table:
| Structure | C2C12 statin | PglD DTNB |
| --- | --- | --- |
| CSc1ccc(NC(=O)NCCN2CCc3ccccc3C2)cc1 | -11 | -1 |
| COc1ccc(S(=O)(=O)NCC(c2cccnc2)N2CCN(c3ccc(F)cc3)CC2)cc1C (stereo unspecified) | -5 | 8 |
| CCn1c(CNC(=O)c2ccc(OC)c(OC)c2)nnc1SCC(=O)c1ccc(OC)cc1 | 1 | -6 |
| Cc1nc(CNS(=O)(=O)c2cccnc2)cs1 | -37 | -8 |
| CCOc1cc(C2C(C#N)=C(N)Oc3n[nH]c(CC)c32)ccc1OCCN1CCOCC1 (stereo unspecified) | 4 | 4 |
| O=c1[nH]nc(Cc2ccc(-c3ccc(Cl)cc3)o2)c2ccccc12 | -33 | -4 |
| Cc1nn(CCC#N)c(NC(=O)c2ccc(Cl)cc2)c1P(=O)(Nc1ccc([N+](=O)[O-])cc1)N1CCOCC1 (stereo unspecified) | -1 | 4 |
| CCOc1ccc(C(=O)Nc2cc(C)on2)cc1OCC | -11 | -1 |
| CCCCc1c(O)nc(N2CCN(Cc3ccccc3)CC2)[nH]c1=O | -3 | 4 |
| O=C(CCN1CCCCC1)NCC1OCCc2ccccc21 (stereo unspecified) | -14 | -1 |
| O=[N+]([O-])c1ccc(C=Nc2cccc3ccccc23)s1 | -2 | -5 |
| Cc1nc(S(=O)(=O)N2CCOCC2)c(C#N)c(C)c1Cl | -4 | -1 |
| O=C(N/N=C/c1cccc([N+](=O)[O-])c1)C1CC1c1ccccc1 (stereo unspecified) | 14 | -1 |
| O=c1[nH]nnc2sc3c(c12)CCCC3 | 12 | -1 |
| CCOC(=O)c1c(C)n(-c2ccc(OC)cc2)c2c(C/C(C)=N/O)c(Br)c(OC)c(O)c12 | -4 | 3 |
| CN(C)c1ccc(NC(=O)Nc2cccc(Cl)c2)cc1 | 14 | -1 |
| Cc1nc(NC(=O)C2CC3CCCC(C2)C3=O)sc1C (stereo unspecified) | 7 | -3 |
| O=S(=O)(c1ccc(F)cc1)N1CCN(c2ncnc3c2cnn3-c2ccccc2)CC1 | 4 | 4 |
| Cc1ccc2[nH]c3c(c2c1)CN(C(=O)CN1CC(C)OC(C)C1)CC3 (stereo unspecified) | 4 | 1 |

Remaining list, next part:
SMILES | C2C12 statin | PglD DTNB
Nc1nc(CN2CCC(Cc3ccccc3)CC2)nc(Nc2ccccc2)n1 | -4 | -4
CCOC(=O)Cn1nc(C)c2c1CCCC2=O | 7 | 1
Cc1cc(C)cc(CC2CC(=O)N(c3ccc(Cl)cn3)C2=O)c1 (stereo unspecified) | 13 | 6
CS(=O)(=O)N1CCC(C(=O)NCCC2=CCCCC2)CC1 | -1 | 5
COc1ccc(NC(C)C(=O)N/N=C/c2ccccc2OCc2ccc(Br)cc2)cc1 (stereo unspecified) | 0 | 5
CC1CN(C(=O)c2c([N+](=O)[O-])cnn2C)CC(C)O1 (stereo unspecified) | -8 | 1
CC1CCN(C(=O)CN(c2ccc(Cl)c(C(F)(F)F)c2)S(C)(=O)=O)CC1 | -1 | 0
Cc1sc2nc(SCC(=O)NCc3ccco3)n(Cc3ccccc3)c(=O)c2c1C | 114* | 6
Cc1ccc(CNC(=O)Cn2cncn2)cc1 | -4 | 4
O=C(CSc1nnc(-c2ccco2)n1Cc1ccccc1)c1ccccc1 | 41 | 4
CCOc1ccc(N(C(C)=O)c2nc(C)cc(C)c2C#N)cc1 | 13 | 3
Cc1ccc(C(=O)COC(=O)CN2C(=O)C3C4C=CC(C4)C3C2=O)cc1[N+](=O)[O-] (stereo unspecified) | 20 | -5
COc1cccc(-c2nc(CSCC(=O)N3CCc4ccccc43)c(C)o2)c1 | 11 | 6
COc1ccc(-c2ccnc(SCC(=O)N3CCOCC3)n2)cc1 | -5 | 1
COC(=O)c1ccc(NC(=S)Nc2ccccn2)cc1 | -3 | 3
COc1ccc(C(=O)c2cnc3cc4c(cc3c2C)OCO4)cc1 | 18 | -4
CCC(=O)Nc1nnc(Cc2ccccc2)s1 | -1 | -5
CCOC(=O)N1CCC(NC(=O)CCS(=O)(=O)c2ccc3c(c2)CCN3C(C)=O)CC1 | -9 | 4
CC(C)C(=O)Nc1cc2c(cc1C(=O)c1ccccc1)OCCO2 | -1 | -2
Cn1c(NCc2ccco2)nc2c1c(=O)n(Cc1ccc(Cl)cc1)c(=O)n2C | 23 | 4
O=C1CC(c2ccco2)CC(O)=C1C=NCC1NCCc2ccccc21 (stereo unspecified) | -32 | 5
O=C1CCCC2=C1C(c1ccccc1O)C1=C(CCCC1=O)O2 | 0 | -4
C=CCn1c(-c2cccs2)nc2ccccc21 | -16 | 0
CC(CN1CCOCC1)OC(=O)C(C)(c1ccccc1)c1ccccc1 (stereo unspecified) | 0 | -7
CNc1nc(SC)nc(N2CCOCC2)n1 | -5 | -1
CC1CCN(C(=O)CN(C2CCCCC2)S(C)(=O)=O)CC1 | -2 | -3
O=C(OCC(=O)N(C1CCCCC1)C1CCCCC1)c1cnccn1 | -11 | 3
N/C(=N\OC(=O)Cc1ccc(-c2ccccc2)cc1)c1cccnc1 | -3 | 11
Cc1ccc(-c2nnc(-c3ccncc3)n2-c2ccc(C)cc2)cc1 | 13 | 6
Cn1c(=O)c2c(nc(SCC(=O)OCc3ccccc3)n2C)n(C)c1=O | 5 | -9
COc1ccc(NC(=O)CC2CCCCC2)cc1OC | -2 | -3
Oc1ccc(Br)cc1/C=N/n1cnc2ccccc21 | 25 | 6
CCOCCCNC(=O)c1ccc(Br)cc1 | -6 | 2
O=S(=O)(Nc1ccc(-n2cccc2)cc1)c1ccccc1 | -1 | -3
Cc1ccc(C2C(=O)N(C3CCCC3)CC(=O)N2C2CCCCC2)cc1 (stereo unspecified) | -19 | 6
O=C(Nc1ccc(OC(=O)c2ccco2)cc1)c1ccco1 | -4 | 0
CCN(CC)S(=O)(=O)c1ccc(Nc2nc3ccccc3n3nnnc23)cc1 | -10 | -1
O=C(Nc1nncs1)c1c(F)c(F)c(F)c(F)c1F | 9 | -3
O=C(CSc1nc2ccccc2[nH]1)N1CCN(c2ccccc2)CC1 | 0 | -1
COc1ccc(/C=N/n2c(C)cc(C)c(C(N)=O)c2=O)cc1 | 8 | 1
O=C(CCCN1C(=O)CCC1=O)Nc1cccc(C(F)(F)F)c1 | -2 | 1
CC1(C)C=C(c2ccc(O)cc2)CC(C)(C)N1 | -2 | 6
O=C(CCNC(=O)c1ccccc1)OCN1C(=O)c2ccccc2C1=O | 5 | -1
CN(c1cccc(NC(=O)c2ccc(Cl)c(S(=O)(=O)Nc3ccccc3)c2)c1)S(C)(=O)=O | 5 | -1
CCOC(=O)C(C)(C)Sc1nc2c(cnn2-c2ccc(C)cc2)c(=O)[nH]1 | 10 | -3
c1coc(-c2ncc[nH]2)c1 | -7 | 5
CCc1ccc(C(=O)CSc2n[nH]c(C)n2)cc1 | 17 | 2
O=C1/C(=C\c2ccc3ccccc3c2)CCCc2ccccc21 | -67 | -3
O=C1CCCC2=C1C(c1ccc3c(c1)OCO3)c1c([nH]n(-c3ccccc3)c1=O)N2 (stereo unspecified) | 7 | -2
Nc1c(C(=O)N2CCOCC2)sc(=S)n1-c1ccccc1 | -1 | -2
CN1CCN(/C=N/c2sc3c(c2C#N)CCCCC3)CC1 | -10 | -9
COc1ccc(CC(NC(C)=O)C(=O)NC2CCN(S(=O)(=O)c3cccc4ccccc34)CC2)cc1OC (stereo unspecified) | 0 | 2
CC(C)(C)C1CCC(OC(=O)c2ccncc2)CC1 (stereo unspecified) | -4 | 6
CCCSC1=C(C#N)C(c2cccnc2)C(C(=O)OCC)=C(c2ccccc2)N1 (stereo unspecified) | -11 | 1
Cn1c(=O)c2cc(S(=O)(=O)Nc3ccc4c(c3)OCO4)ccc2n(C)c1=O | -8 | 5
O=C1c2ccccc2NC(c2ccc3c(c2)OCO3)N1O (stereo unspecified) | 19 | -5
Cc1ccc(-c2nc(=S)c3c(n2CC2CCCO2)CC(C)(C)OC3)cc1 (stereo unspecified) | 4 | -5
Cc1[nH]c2ccccc2c1C1C(c2ccccc2)=NN=C(C(C)C)N1O (stereo unspecified) | 8 | -4
CC(=O)Nc1ccc(Oc2ccc3nc(C)[nH]c3c2)cc1 | -11 | 0
CCOc1ccc2nc(N(CCN(C)C)C(=O)/C=C/c3cccs3)sc2c1 | -13 | 8
Other structures follow.
SMILES | C2C12 statin | PglD DTNB
CCCCN1CNC(=S)N(c2cc(C)ccc2C)C1 | -21 | 0
Cc1c(C(=O)C(=O)N2c3ccc(F)cc3CCC2C)c2ccccc2n1C (stereo unspecified) | -40 | 0
NC(=O)Nc1ccccc1C(=O)N1CCC(O)(c2ccc(Cl)cc2)CC1 | -6 | 2
COc1ccc(S(=O)(=O)N(C)CC(=O)Nc2cccc(C(C)=O)c2)cc1C | -2 | -2
CCCn1c(C2CC(=O)N(c3ccc(C)cc3)C2)nc2ccccc21 (stereo unspecified) | -1 | -1
CC1=CCC(C(=O)O)C(C(=O)O)C1 (stereo unspecified) | -19 | -2

Some of the compounds tested; count on the stated rates, not on these rows.
